G9a inh: qHTS Assay for Inhibitors of Histone Lysine Methyltransferase G9a; Histone-lysine N-methyltransferase EHMT2 (Homo sapiens), Q96KQ7; G9a H3K9 monomethylation, AlphaScreen, 2 h; Potency, µM (top dose mostly 102 µM), inactives show top-dose activity, negative = inhibition, actives largely listed as inhibitors; 8.8% of 350,000 active; AID 504332, 2011; note: % is set by controls: 0 for no effect and ±100 for the full control effect; nearly all actives have a fitted effect of over 75% in size
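Readings reflect AlphaScreen signal from monomethyl-H3K9 antibody detection. HMT at 20 nM; substrate b-H3K9 500 nM; cofactor SAM 20 uM; 2 h RT reaction; compounds tested as titrations in qHTS with 15 min preincubation.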
Anesthetic bind: qHTS Assay for Identification of Novel General Anesthetics | apoferritin/1-aminoanthracene competitive binding, fluorescence | Potency, µM (doses to about 77.5 µM), for the others: at the highest dose activity change, negative = displacement, most hits filed as inhibitors | 0.074% of 350,000 active; note: % is set by controls: 0 for no effect and ±100 for the full control effect; nearly all actives have a fitted effect of over 20% in size
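Steps: apoferritin (10 uM) was premixed with half-saturated 1-AMA in PBS, compounds were pin-transferred, plates stood 10 min at room temperature, fluorescence was read at 380/535 nm, and curves were fitted with a Hill equation.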
POLK inh: qHTS for Inhibitors of Polymerase Kappa; DNA polymerase kappa (Homo sapiens), Q9UBT6; purified Pol kappa, fluorescent DNA synthesis assay, 10 min; Potency, µM (series often up to 107 µM), inactives show at the highest dose activity, negative = inhibition, usual class: inhibitors; 0.53% of 400,000 active; AID 588579, 2011; note: % is set by controls: 0 for no effect and ±100 for the full control effect
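Enzyme at 10 nM met test compounds for 15 min at room temperature. Substrate addition (50 nM final) began the reaction, which was monitored by fluorescence at 0 and 10 min.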
Pol iota inh: qHTS for Inhibitors of Polymerase Iota; AID 588590, 2011; Pol iota fluorescent replication assay, 10 min; Potency, µM (titrated, usually from 115 µM), for inactives: at the highest dose activity, negative = inhibition, actives largely listed as inhibitors; DNA polymerase iota (Homo sapiens), Q9UNA4; 1% of 390,000 active
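Fluorescent replication assay read twice, at 0 min and 10 min after adding 50 nM (final) substrate. Enzyme (10 nM) and compounds were first incubated 15 min at room temperature; enzyme-free buffer wells were negative controls.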
BAZ2B block: qHTS Assay for Inhibitors of BAZ2B. Potency, µM (highest dose often 114 µM), for inactives: at the highest dose activity change, negative = inhibition, actives largely listed as inhibitors. AlphaScreen BAZ2B-H3K14Ac peptide displacement. Bromodomain adjacent to zinc finger domain protein 2B (Homo sapiens), Q9UIF8. AID 504333, 2011. 4.4% of 360,000 active; note: % is set by controls: 0 for no effect and ±100 for the full control effect; nearly all actives have a fitted effect of over 60% in size
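Complex of BAZ2B and biotin-H3K14Ac (50 nM apiece) forms over 30 min at RT, then faces library compounds up to 110 uM for another 30 min; AlphaScreen beads added, 20 min dark incubation, luminescence read.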
Pol eta inh: qHTS for Inhibitors of Polymerase Eta | 1.2% of 390,000 active | DNA polymerase eta (Homo sapiens), Q9Y253 | recombinant Pol eta, fluorescent DNA replication assay | Potency, µM (doses to about 114 µM), for inactives: at the highest dose activity change, negative = inhibition, actives largely listed as inhibitors; note: % is set by controls: 0 for no effect and ±100 for the full control effect
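Pol eta (10 nM) was preincubated with compounds for 15 min at room temperature, after which fluorescent replication substrate (50 nM final) was added to start the reaction. Fluorescence was read kinetically at 0 and 10 min.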
BLM helicase inh: qHTS Assay for Inhibitors of Bloom's syndrome helicase (BLM); RecQ-like DNA helicase BLM (Homo sapiens), P54132; recombinant BLM DNA unwinding, fluorescence dequenching; Potency, µM (highest dose often 56.1 µM), for the others: at the highest dose activity change, negative = inhibition, hits mostly inhibitors; 0.2% of 350,000 active; AID 2528, 2010;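 note: plate controls were vehicle for no effect and no enzyme for full effect; nearly all actives have a fitted effect of over 35% in size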
Target sequence (P54132 whole entry, looked up): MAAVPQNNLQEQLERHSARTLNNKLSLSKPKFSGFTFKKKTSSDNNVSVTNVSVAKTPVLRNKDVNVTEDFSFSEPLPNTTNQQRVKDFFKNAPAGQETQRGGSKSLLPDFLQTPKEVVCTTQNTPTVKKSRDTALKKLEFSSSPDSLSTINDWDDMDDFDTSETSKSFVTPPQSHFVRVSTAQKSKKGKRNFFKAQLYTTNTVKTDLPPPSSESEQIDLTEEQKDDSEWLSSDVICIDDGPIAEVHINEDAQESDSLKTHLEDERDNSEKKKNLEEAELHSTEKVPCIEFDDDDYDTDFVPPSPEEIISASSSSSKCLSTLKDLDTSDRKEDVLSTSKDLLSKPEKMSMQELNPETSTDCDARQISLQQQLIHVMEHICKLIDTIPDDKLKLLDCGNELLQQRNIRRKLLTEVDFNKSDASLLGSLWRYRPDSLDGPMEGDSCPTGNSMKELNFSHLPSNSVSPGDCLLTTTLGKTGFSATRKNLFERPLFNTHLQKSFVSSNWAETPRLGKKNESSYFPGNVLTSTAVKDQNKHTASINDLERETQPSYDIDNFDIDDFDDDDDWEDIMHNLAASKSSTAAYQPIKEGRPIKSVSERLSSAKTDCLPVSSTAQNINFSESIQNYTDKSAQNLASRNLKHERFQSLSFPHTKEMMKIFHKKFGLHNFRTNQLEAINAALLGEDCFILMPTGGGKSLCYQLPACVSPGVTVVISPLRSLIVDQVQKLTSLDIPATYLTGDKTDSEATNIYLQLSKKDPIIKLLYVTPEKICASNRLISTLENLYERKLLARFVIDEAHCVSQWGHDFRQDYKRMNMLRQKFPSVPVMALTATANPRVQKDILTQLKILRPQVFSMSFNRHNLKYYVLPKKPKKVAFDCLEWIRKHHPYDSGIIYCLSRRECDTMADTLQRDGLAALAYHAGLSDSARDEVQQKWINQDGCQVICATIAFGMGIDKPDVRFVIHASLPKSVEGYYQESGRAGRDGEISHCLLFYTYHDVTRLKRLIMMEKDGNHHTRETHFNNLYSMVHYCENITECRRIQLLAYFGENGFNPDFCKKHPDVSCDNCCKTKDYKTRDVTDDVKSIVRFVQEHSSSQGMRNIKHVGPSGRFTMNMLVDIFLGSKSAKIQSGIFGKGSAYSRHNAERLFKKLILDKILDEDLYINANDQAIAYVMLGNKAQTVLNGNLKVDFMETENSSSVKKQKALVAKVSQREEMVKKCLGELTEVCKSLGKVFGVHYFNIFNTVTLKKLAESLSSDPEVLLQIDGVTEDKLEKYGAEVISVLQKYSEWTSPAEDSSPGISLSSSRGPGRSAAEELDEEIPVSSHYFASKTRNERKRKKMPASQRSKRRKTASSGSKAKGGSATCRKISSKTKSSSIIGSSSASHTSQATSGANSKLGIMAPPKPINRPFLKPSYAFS
Pol beta inh: qHTS Assay for Inhibitors of DNA Polymerase Beta; Pol beta primer extension/strand displacement, fluorescence kinetic; P06746; Potency, µM (doses to about 114 µM), inactives show at the top dose activity change, negative = inhibition, most hits filed as inhibitors; 1.3% of 340,000 active; note: % is set by controls: 0 for no effect and ±100 for the full control effect
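Values derive from four-parameter Hill fits of normalized kinetic data: reads at 0 and 10 min following addition of 50 nM substrate to 10 nM Pol beta preincubated 15 min with compound.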
APE1 inh: qHTS Assay for Inhibitors of the Human Apurinic/apyrimidinic Endonuclease 1 (APE1); DNA repair nuclease/redox regulator APEX1 (Homo sapiens), P27695; recombinant APE1, TAMRA/BHQ-2 abasic DNA cleavage fluorescence; Potency, µM (top dose mostly 65.8 µM), inactives show top-dose activity change, negative = inhibition, actives largely listed as inhibitors; 0.35% of 350,000 active;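 note: plate controls were vehicle for no effect and reference inhibitor for full effect; nearly all actives have a fitted effect of over 55% in size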
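0.75 nM APE1 + cpd, 15 min RT; start w/ 50 nM TAMRA/BHQ-2 THF-abasic dsDNA; kinetic fluor 525/598 nm ×3 reads @60 s; Δ(read3−read1); normalized to DMSO and NSC13755 control wells.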
* marks the source's active call; other numbers are inactive results; u = inconclusive; x = no result given; & = joins results of further samples; [ ] = dose if it differs, or a comment. Calls come from the whole dose curve; as a rule, active = well fitted curve in the direction sought with a large enough effect; inconclusive = small, poorly fitted or top-dose-only effect, or another doubt; inactive = no such curve, though single readings can be large; an effect the other way counts as inactive or inconclusive. Potency is the fitted concentration of half-maximal effect. An excerpt. The share of hits here may be higher or lower than overall.

SMILES	G9a inh	Anesthetic bind	POLK inh	Pol iota inh	BAZ2B block	Pol eta inh	BLM helicase inh	Pol beta inh	APE1 inh
Cc1cccc(CCNC(=O)c2ccc3c(c2)nc2n3CCC(C)C2)c1 (centres undefined)	3%[59 µM]	-8%	-8%[60.1 µM]	21%	2%	-16%	-2%	-18%	x
Cc1cc(C)nc(NS(=O)(=O)c2ccc(NC(=O)Nc3ccccc3)cc2)n1	2%	-9%	-9%	81%[activator]	-5%	-19%	-4%	-24%	-2%
COC(=O)CC1=NN(c2ccc(OC)cc2)C(=O)/C1=C\c1ccc(Cl)cc1	20µM*	-16%	-14%	120%[activator]	50µM*	-21%	-8%	13%	-2%
O=C(NCc1cccnc1)Nc1ccccc1F	21%[59 µM]	-5%	-11%	37%[activator]	10%	-7%	1%	22%	-2%
CCOc1ccc(N2CC(c3nc4ccccc4n3CCCOc3ccccc3OC)CC2=O)cc1 (centres undefined)	-36%[59 µM]	99%[activator]	-28%	-13%	-5%	-7%	-3%	6%	x
O=C(CSc1nc2ccccc2[nH]1)Nc1ccccc1N1CCOCC1	-6%[59 µM]	-10%	-8%	2%	0%	4%	-4%	4%	-5%
O=C(CN1CCCC1)NC(c1ccccc1)c1ccccc1	10µM*	-3%	-5%	142%[activator]	0%[0.457 µM]	-21%	-3%	18%	8%
CCCC(=O)OCCn1c(Br)nc2c1c(=O)[nH]c(=O)n2C	u	12%	-12%	23%	12%	-1%	2%	9%	13%
CN1CCN(c2ccnc(-c3cccnc3)n2)CC1	13%[0.501 µM]	x	2%[60.1 µM]	x	x	x	-7%	x	3%
COCCCNC(=O)c1c(NC(=O)c2cc(=O)c3cc(C)c(C)cc3o2)sc2c1CCCC2	15%[59 µM]	1%	12%	28%	12%	8%	0%	7%	x
Cc1cccc2c3nc4ccccc4nc3n(CCCN3C(=O)c4ccccc4C3=O)c12	15%[59 µM]	3%	-9%	-9%	17%	-3%	2%	-2%	2%
CCOC(=O)c1cnc(-n2nc(C)cc2C)nc1NC	45µM*	-14%	-13%	9%	3%	-13%	5%	28%	-1%
Cc1c(CC(=O)N2CCC(C(=O)O)CC2)c(=O)oc2cc3c(cc12)CCC1(CCCCC1)O3	2%[12.7 µM]	-8%	-4%	6%	-5%	7%	0%	-23%	29%
N[C@H](CCC(=O)NCC(=O)O)C(=O)O	36%[59 µM]	-6%&-6%	2%[19.4 µM]	x	x	x	-3%&-1%	x	u
CCN=C1SC(CC(=O)NCCc2ccc(OC)c(OC)c2)C(=O)N1CC (centres undefined)	67%[activator][12.7 µM]	-6%	-1%	22%	4%	-9%	0%	u	1%
CNC(=O)c1c(Cl)cnn1-c1ccccc1	-25%	-14%	-10%	47%[activator]	-2%	-9%	-4%	-1%	4%
O=C(O)CCCCCNC(=O)CSc1nnc(-c2ccco2)n1-c1ccccc1	-7%	-2%	0%	-3%	-16%	-12%	-2%	50%	-4%
Cc1ccsc1CN1CCC(C(=O)NCc2ccccc2Cl)CC1	10µM*	3%	-12%	9%	-8%	-27%	-2%	11%	-7%
CCOCCCNC(=O)C(NC(=O)CNC(C)=O)c1ccc(Cl)cc1 (centres undefined)	-3%	-6%	-7%	1%	-1%	-5%	4%	23%	12%
Cc1ccc(S(=O)(=O)Nc2cccc(C(=O)N3CCCC3)c2)cc1F	12%[2.33 µM]	x	1%	1%	-1%	-14%	x	x	27%
COC(=O)c1ccc(Cn2c(=O)cc(C)c3c(C)nn(C)c32)cc1	38%[59 µM]	6%	0%	6%	22%	-15%	-19%	4%	x
COc1ccc(S(=O)(=O)NCC(c2ccco2)N2CCOCC2)cc1C (centres undefined)	16%[59 µM]	-13%	-11%[60.1 µM]	4%	-3%	-10%	0%	20%	x
Cc1ccc(NC(=O)CN2C(=O)c3ccccc3Sc3ccc(C(=O)N4CCCC4)cc32)cc1	8%[59 µM]	-5%	-7%[60.1 µM]	71µM*	9%	u	-10%	u	x
CCc1ccc(CNC(=O)c2ccc(NC(=O)N3CCSc4ncccc43)cc2)cc1	-28%[59 µM]	1%	-4%	-7%	-6%	-14%	-4%	23%	x
COC(=O)C1(c2ccccc2)NC(c2ccc(O)cc2)C2C(=O)N(c3ccc4c(c3)OCO4)C(=O)C21 (centres undefined)	5%[59 µM]	-16%	-12%	-4%	-10%	0%	-7%	20%	-5%

Ordered by molar mass (highest first): some entries from above
SMILES	G9a inh	Anesthetic bind	POLK inh	Pol iota inh	BAZ2B block	Pol eta inh	BLM helicase inh	Pol beta inh	APE1 inh
CCOc1ccc(N2CC(c3nc4ccccc4n3CCCOc3ccccc3OC)CC2=O)cc1 (centres undefined)	-36%[59 µM]	99%[activator]	-28%	-13%	-5%	-7%	-3%	6%	x
Cc1ccc(NC(=O)CN2C(=O)c3ccccc3Sc3ccc(C(=O)N4CCCC4)cc32)cc1	8%[59 µM]	-5%	-7%[60.1 µM]	71µM*	9%	u	-10%	u	x
COCCCNC(=O)c1c(NC(=O)c2cc(=O)c3cc(C)c(C)cc3o2)sc2c1CCCC2	15%[59 µM]	1%	12%	28%	12%	8%	0%	7%	x
CCc1ccc(CNC(=O)c2ccc(NC(=O)N3CCSc4ncccc43)cc2)cc1	-28%[59 µM]	1%	-4%	-7%	-6%	-14%	-4%	23%	x
Cc1cccc2c3nc4ccccc4nc3n(CCCN3C(=O)c4ccccc4C3=O)c12	15%[59 µM]	3%	-9%	-9%	17%	-3%	2%	-2%	2%
O=C(CSc1nc2ccccc2[nH]1)Nc1ccccc1N1CCOCC1	-6%[59 µM]	-10%	-8%	2%	0%	4%	-4%	4%	-5%
Cc1ccc(S(=O)(=O)Nc2cccc(C(=O)N3CCCC3)c2)cc1F	12%[2.33 µM]	x	1%	1%	-1%	-14%	x	x	27%
O=C(CN1CCCC1)NC(c1ccccc1)c1ccccc1	10µM*	-3%	-5%	142%[activator]	0%[0.457 µM]	-21%	-3%	18%	8%
O=C(NCc1cccnc1)Nc1ccccc1F	21%[59 µM]	-5%	-11%	37%[activator]	10%	-7%	1%	22%	-2%
CNC(=O)c1c(Cl)cnn1-c1ccccc1	-25%	-14%	-10%	47%[activator]	-2%	-9%	-4%	-1%	4%

Other entries follow:
SMILES	G9a inh	Anesthetic bind	POLK inh	Pol iota inh	BAZ2B block	Pol eta inh	BLM helicase inh	Pol beta inh	APE1 inh
Cc1cccc(C)c1NC(=O)Cn1c(=O)c(N2CCCCC2)c(N)n(C)c1=O	x	x	7%	-1%	x	-4%	x	x	2%
O=C(CCN1C(=O)c2cccnc2C1=O)NC1CCCCCC1	-11%[59 µM]	9%	-2%	18%	u	12%	0%	-2%	-1%
O=C(Nc1ccccc1N1CCCC1)c1ccc([N+](=O)[O-])cc1Cl	-2%	-3%	8%	4%	-28%	-11%	0%	0%	-8%
O=S(=O)(NN1CCOCC1)c1ccc(Br)cc1	0.4µM*	-5%	-5%	64%[activator]	0%	-17%	-2%	-4%	20%
CC1(C)C(=O)Nc2ccccc2N1C(=O)COC(=O)c1cc(S(=O)(=O)N2CCOCC2)ccc1F	u	-6%	u	40µM*	x	u	-18%	40µM*	u
O=C(NCCc1ccccc1)c1cccc2c1C(=O)N(C1CCCCC1)C2	5%	3%	-3%	11%	-4%	-5%	-10%	13%	3%
Cn1nnc2cc(NC(=O)NCc3ccc4c(c3)OCO4)ccc21	u	-1%	-9%	1%	-10%	-18%	2%	18%	25%
CCc1nc2nc(C)cc(Nc3cc(Cl)ccc3OC)n2n1	u	2%	1%	13%	5%	-13%	1%	27%	x
O=C(COC(=O)c1cc(=O)c2ccccc2o1)Nc1ccc2ccccc2c1	-7%[59 µM]	u	2%	22%	-1%	-8%	-1%	25%	0%
COc1ccc(-c2[nH]c3ccccc3c2SCCNC(=O)c2ccc(S(=O)(=O)N(C)C)cc2)cc1	-31%[59 µM]	-10%	-2%	18%	-14%	u	-7%	0%	x
COC(=O)c1ccc2c(=O)n(CCCCCC(=O)O)c(=O)[nH]c2c1	u	-13%	-3%	10%	-20%	-10%	-4%	30%	4%
CC1=CCC2C(=O)N(CCc3c[nH]c4ccccc34)C(=O)C2C1 (centres undefined)	-10%[59 µM]	u	-5%	12%	-5%	3%	0%	7%	4%
CC(C)C(NS(=O)(=O)c1ccc2c(c1)OCCO2)C(=O)NCCc1ccccn1 (centres undefined)	21%	-5%	-2%	-1%	4%	11%	1%	22%	0%
O=C(CC1Sc2ncnn2C1=O)Nc1ccc(Cl)cc1 (centres undefined)	2.5µM*	-16%	0%	55%[activator]	-33%	-26%	1%	2%	-7%
O=C(CN1CCN(c2ccccc2)CC1)Nc1ccccc1Cl	-40%	-13%	4%[60.1 µM]	1%	u	-17%	-5%	0%	3%
Cc1ccc2nc(NC(=O)CSc3ncc(C(=O)Nc4ccc(F)cc4)c(=O)n3C)sc2c1	4%[59 µM]	-6%	-1%[60.1 µM]	5%	-12%	-19%	-1%	8%	x

One compound at a time, from the list above. Screens in order: G9a inh | Anesthetic bind | POLK inh | Pol iota inh | BAZ2B block | Pol eta inh | BLM helicase inh | Pol beta inh | APE1 inh
`CCc1nc2nc(C)cc(Nc3cc(Cl)ccc3OC)n2n1` is entered as u | 2% | 1% | 13% | 5% | -13% | 1% | 27% | x
`O=C(CCN1C(=O)c2cccnc2C1=O)NC1CCCCCC1` is entered as -11%[59 µM] | 9% | -2% | 18% | u | 12% | 0% | -2% | -1%
